E coli WT exp = E. coli BW25113 growth inhibition, expanded screen; OD600 absorbance; 98,000 compounds, 0.15% hits; AID 710; growth inhibition, % at 100 µM;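 active means growth inhibition above about 50% at one test dose, limit read from the data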;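 further: growth measured after 20 h incubation at 37 °C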
S1P2 blocker = antagonists of human S1P2 receptor. O95136. cell-based S1P2 antagonist assay, inhibition at 5 uM. inhibition, % at 5 µM. 97,000 compounds, 0.21% hits. AID 736; in the data active means inhibition above about 45%;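 further: CRE beta-lactamase reporter cells expressing human S1P2 stimulated with S1P; 0% = agonist at EC80 alone and 100% = agonist plus reference antagonist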
Target sequence (O95136 whole entry, looked up): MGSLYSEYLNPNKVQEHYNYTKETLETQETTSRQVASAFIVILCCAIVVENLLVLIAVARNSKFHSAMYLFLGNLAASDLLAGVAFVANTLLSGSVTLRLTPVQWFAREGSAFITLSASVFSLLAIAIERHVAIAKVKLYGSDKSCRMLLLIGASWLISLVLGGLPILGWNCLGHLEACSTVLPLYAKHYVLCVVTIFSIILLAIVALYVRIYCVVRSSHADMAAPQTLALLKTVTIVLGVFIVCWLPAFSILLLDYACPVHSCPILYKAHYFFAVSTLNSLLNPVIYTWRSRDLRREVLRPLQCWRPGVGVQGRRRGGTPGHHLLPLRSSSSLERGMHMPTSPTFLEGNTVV
PostGolgi yeast = growth inhibition of a yeast mutant, post-Golgi transport screen | post-Golgi transport phenotypic cell assay | inhibition, % at 10 µM | 98,000 compounds, 0.9% hits | AID 739;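 further: yeast cells grown in 1536-well plates; yeast grown about 18 h at 30C before absorbance read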
DAT uptake mod = modulates human dopamine transporter uptake under cocaine; Q01959; LLC-PK1 hDAT cells, [14C]-dopamine uptake with cocaine IC80; actives deviate in either direction; B-score at 10 µM; 110,000 compounds, 1.3% hits;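 active means Z score or B-score, a plate-position-corrected score, falls beyond the plate's 99.7% confidence bounds, in either direction; inactive means both scores lie inside the 99.7% bounds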;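 further: scored against the spread of the other compound wells on the same plate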
Target sequence (Q01959 whole entry, looked up): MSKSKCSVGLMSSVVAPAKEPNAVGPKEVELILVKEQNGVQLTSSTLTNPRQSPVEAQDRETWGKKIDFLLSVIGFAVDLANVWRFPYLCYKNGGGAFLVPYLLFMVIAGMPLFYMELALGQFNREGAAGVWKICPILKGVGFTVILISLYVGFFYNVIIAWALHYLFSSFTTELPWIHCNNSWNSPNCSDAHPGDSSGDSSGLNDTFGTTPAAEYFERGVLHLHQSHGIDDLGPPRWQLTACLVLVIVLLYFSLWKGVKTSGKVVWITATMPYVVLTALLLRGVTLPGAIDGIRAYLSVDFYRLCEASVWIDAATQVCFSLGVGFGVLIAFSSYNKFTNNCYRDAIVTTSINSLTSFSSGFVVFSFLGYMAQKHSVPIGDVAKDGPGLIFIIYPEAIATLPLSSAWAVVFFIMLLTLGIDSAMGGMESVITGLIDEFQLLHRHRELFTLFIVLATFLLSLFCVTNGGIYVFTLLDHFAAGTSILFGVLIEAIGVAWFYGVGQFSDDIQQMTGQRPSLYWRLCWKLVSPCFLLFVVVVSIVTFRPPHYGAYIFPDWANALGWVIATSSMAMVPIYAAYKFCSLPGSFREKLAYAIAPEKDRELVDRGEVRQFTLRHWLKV
Lung fibro prol = blocks proliferation of human lung fibroblasts. LL 47 human lung fibroblast viability, ATP luminescence; stronger effect = lower value. viability, % at 10 µM. 85,000 compounds, 1.1% hits;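 active means viability at or below 50% in the single dose screen; inactive means viability above 50%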;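 further: compound exposure lasted 72 h before the ATP readout; 100% = median luminescence of untreated cell-only wells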
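Test system: LL 47 human lung fibroblasts; Quantity: 1,150 cells/well; Buffer or medium: IMEM plus 15% FBS; Dosing: tenfold compound dosing solution, DMSO at 0.1%; Timing: overnight cell rest, 72 h compound treatment at 37 °C; Detection: ATP-based CellTiter-Glo luminescent readout; Read-out basis: viability percentage against median untreated-cell control; Controls: cell-only wells, no compound.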
HUVEC prolif 384 = blocks proliferation of human endothelial cells; viability, % at 10 µM (by protocol); HUVEC proliferation, CellTiter-Glo luminescence, 72 h; stronger effect = lower value; 86,000 compounds, 1.1% hits; AID 648;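 active means viability at or below 30%; inactive means viability above 30%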;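 further: 100% = median luminescence of DMSO-only cell control wells on each plate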
H69AR inhibit = blocks growth of human H69AR lung tumor cells | H69AR lung tumor viability, ATP luminescence, 72 h; stronger effect = lower value | viability, % at 10 µM | 85,000 compounds, 6% hits;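 active means viability at or below 40%; inactive means viability above 40%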;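 further: multidrug resistant small cell line overexpressing MRP-1 efflux transporter; 100% = mean luminescence of untreated control wells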
S1P2 agonist = agonists of human S1P2 receptor; O95136; S1P2-expressing cell line, agonist reporter read-out; activation, % at 4.5 µM; 97,000 compounds, 0.46% hits; AID 729; in the data active means activation above about 16%;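 further: 0% = vehicle low control and 100% = maximal reference agonist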
PostGolgi ctrl = inhibits growth of the yeast control strain | efflux-deficient yeast background strain, growth absorbance A615, 16 h | inhibition, % at 10 µM | 98,000 compounds, 5% hits | AID 738
* = called active by the depositor. Unless noted, no stated cut-off is given here; in the data, active means inhibition above about 30%; inactive means the rest.

Screening CC(=O)c1c(C)nc(C)nc1NC(=O)C(C)C returned E coli WT exp -2.0, S1P2 blocker 1.5, PostGolgi yeast 4.5, DAT uptake mod -1.37, Lung fibro prol 107.8, HUVEC prolif 384 109.1, H69AR inhibit 90.7, S1P2 agonist -6.8 and PostGolgi ctrl -0.6.
N/C(=N\OC(=O)c1ccccc1Cl)c1cccnc1 was read as S1P2 blocker -4.6, DAT uptake mod 0.873, Lung fibro prol 94.3, HUVEC prolif 384 81.0, H69AR inhibit 84.7 and S1P2 agonist -3.3.
`CCOc1ccccc1N1C(=O)CC(Sc2ncccc2C(=O)O)C1=O` (configuration not stated) gave E coli WT exp 5.0, S1P2 blocker 3.9, PostGolgi yeast 0.5, DAT uptake mod 0.249, Lung fibro prol 97.4, HUVEC prolif 384 98.0, H69AR inhibit 41.6, S1P2 agonist 0.9 and PostGolgi ctrl 8.6.
O=C(C1CCCN(Cc2ccccc2C(F)(F)F)C1)N1CCCCC1 (configuration not stated) was read as E coli WT exp 3.0, S1P2 blocker 16.0, PostGolgi yeast -1.4, DAT uptake mod 0.0386, Lung fibro prol 93.2, HUVEC prolif 384 95.5, H69AR inhibit 89.1, S1P2 agonist -13.4 and PostGolgi ctrl 19.3.
For CCOc1ccc(-c2cc(C(=O)O)c3ccccc3n2)c(OCC)c1 the results were S1P2 blocker -3.8, DAT uptake mod -0.142, Lung fibro prol 96.2, HUVEC prolif 384 82.8, H69AR inhibit 88.6 and S1P2 agonist 3.3.
Nc1ccc(C(=O)OCC(=O)NC2CCCc3ccccc32)cc1[N+](=O)[O-] (configuration not stated) was read as E coli WT exp -15.0, S1P2 blocker -26.9, PostGolgi yeast -1.1, DAT uptake mod -1.17, Lung fibro prol 95.8, HUVEC prolif 384 96.8, H69AR inhibit 63.4, S1P2 agonist -2.9 and PostGolgi ctrl 16.1.
COc1ccc(S(=O)(=O)NCC(c2cccnc2)N2CCN(c3ccc(F)cc3)CC2)cc1C (configuration not stated) was read as E coli WT exp -14.0, S1P2 blocker 11.8, PostGolgi yeast 4.2, DAT uptake mod 0.0669, Lung fibro prol 93.0, HUVEC prolif 384 86.6, H69AR inhibit 87.6, S1P2 agonist -4.3 and PostGolgi ctrl 7.0.
For COc1ccc(S(=O)(=O)Nc2cc(C)ccn2)cc1OC the results were E coli WT exp -1.0, S1P2 blocker 21.0, PostGolgi yeast -5.7, DAT uptake mod -0.245, Lung fibro prol 103.6, HUVEC prolif 384 99.4, H69AR inhibit 91.3, S1P2 agonist -2.1 and PostGolgi ctrl 16.1.
For COCCSc1nnc(NC(=O)Cc2ccccc2OC)s1 the results were E coli WT exp 5.0, S1P2 blocker -8.7, PostGolgi yeast 22.8, DAT uptake mod 0.439, Lung fibro prol 101.5, HUVEC prolif 384 92.6, H69AR inhibit 83.2, S1P2 agonist -0.8 and PostGolgi ctrl -8.3.
COC(=O)c1c(NC(=O)CN2CCN(C(=O)c3ccco3)CC2)c2cc(C)ccc2n1C was read as E coli WT exp 5.0, S1P2 blocker 17.0, PostGolgi yeast -3.7, DAT uptake mod 0.148, Lung fibro prol 86.7, HUVEC prolif 384 73.9, H69AR inhibit 66.1, S1P2 agonist -0.8 and PostGolgi ctrl 6.0.
For CC(=O)c1cc2c(cc1NS(=O)(=O)c1ccccc1)OCO2 the results were E coli WT exp 2.0, S1P2 blocker -4.2, PostGolgi yeast 8.3, DAT uptake mod -0.0674, Lung fibro prol 84.4, HUVEC prolif 384 80.5, H69AR inhibit 81.8, S1P2 agonist -0.9 and PostGolgi ctrl 18.3.
For O=C(COC(=O)c1cccc(Oc2ccccc2)c1)NCc1ccco1 the results were E coli WT exp 0.0, S1P2 blocker -1.5, PostGolgi yeast -5.4, DAT uptake mod -1.8, S1P2 agonist -4.7 and PostGolgi ctrl 1.4.
`Cn1c(SCc2ccccc2F)nnc1-c1cnccn1` gave E coli WT exp 6.0, S1P2 blocker 12.5, PostGolgi yeast -0.1, DAT uptake mod 1.66, Lung fibro prol 99.4, HUVEC prolif 384 102.9, H69AR inhibit 96.8, S1P2 agonist -7.1 and PostGolgi ctrl 6.0.
CC(=O)Nc1cccc(Oc2cc(C#N)c(C#N)cc2N2CCOCC2)c1 was read as E coli WT exp -5.0, S1P2 blocker -12.9, PostGolgi yeast 20.1, DAT uptake mod -0.756, Lung fibro prol 89.6, HUVEC prolif 384 95.0, H69AR inhibit 62.4, S1P2 agonist 2.2 and PostGolgi ctrl 27.5.
For Cc1ccc(/C=C/C(=O)c2ccc(C)cc2)cc1 the results were S1P2 blocker -11.0, DAT uptake mod -0.457, Lung fibro prol 92.7, HUVEC prolif 384 79.8, H69AR inhibit 43.0 and S1P2 agonist -2.0.
CC(C)c1ccc2oc(=O)cc(CN3CCN(c4ccc(F)cc4)CC3)c2c1 was read as E coli WT exp -15.0, S1P2 blocker -19.5, PostGolgi yeast 4.8, DAT uptake mod -0.0723, Lung fibro prol 91.5, HUVEC prolif 384 69.8, H69AR inhibit 69.1, S1P2 agonist -0.7 and PostGolgi ctrl 32.8*.
O=C(CCCn1c(SCC(=O)NCC2CCCO2)nc2ccccc2c1=O)NCC1CCCO1 (configuration not stated) was read as E coli WT exp -7.0, S1P2 blocker 26.6, PostGolgi yeast -11.8, DAT uptake mod 0.15, Lung fibro prol 96.7, HUVEC prolif 384 103.6, H69AR inhibit 108.2, S1P2 agonist -1.6 and PostGolgi ctrl 5.7.
`COc1ccc(OCCSc2ncnc3nc[nH]c23)cc1` gave E coli WT exp 6.0, S1P2 blocker -10.2, PostGolgi yeast -18.5, DAT uptake mod -0.185, Lung fibro prol 94.1, HUVEC prolif 384 96.0, H69AR inhibit 98.3, S1P2 agonist -6.2 and PostGolgi ctrl 4.9.
`Cc1sc2nc(CN3CCN(S(=O)(=O)c4cccc5nonc45)CC3)[nH]c(=O)c2c1C` gave E coli WT exp -2.0, S1P2 blocker 15.3, PostGolgi yeast 4.2, DAT uptake mod 1.42, Lung fibro prol 91.3, HUVEC prolif 384 66.6, H69AR inhibit 41.6, S1P2 agonist -4.7 and PostGolgi ctrl 5.5.
`CCN(CCNC(=O)C1CCCN(Cc2nc(-c3ccc(OC)cc3)oc2C)C1)c1ccccc1` (configuration not stated) gave E coli WT exp -2.0, S1P2 blocker 20.6, PostGolgi yeast 5.8, DAT uptake mod -0.794, HUVEC prolif 384 4.7*, H69AR inhibit 32.0*, S1P2 agonist -13.3 and PostGolgi ctrl 4.9.
Screening C=CCc1ccc(OCCCOc2ccc(C)cc2OC)c(OC)c1 returned E coli WT exp -4.0, S1P2 blocker -16.6, PostGolgi yeast -7.1, DAT uptake mod -0.507, Lung fibro prol 98.2, HUVEC prolif 384 111.8, H69AR inhibit 95.0, S1P2 agonist -2.4 and PostGolgi ctrl 1.2.
Screening CCCNC(=O)c1ccccc1NC(=O)c1ccc(CSc2ccccc2)cc1 returned E coli WT exp -3.0, S1P2 blocker 10.1, PostGolgi yeast 12.2, DAT uptake mod 1.88, S1P2 agonist -3.7 and PostGolgi ctrl 80.4*.
For C=CCSc1nc(C)c(CC=C)c(=O)[nH]1 the results were E coli WT exp 11.0, S1P2 blocker 6.1, PostGolgi yeast 7.7, DAT uptake mod -0.0126, Lung fibro prol 95.0, HUVEC prolif 384 115.0, H69AR inhibit 96.4, S1P2 agonist -2.6 and PostGolgi ctrl -4.7.
O=C(CNC(=O)c1cccc(Br)c1)NCCc1nc2ccccc2[nH]1 was read as E coli WT exp -2.0, S1P2 blocker 2.7, PostGolgi yeast -4.5, DAT uptake mod -0.158, Lung fibro prol 115.6, HUVEC prolif 384 97.7, H69AR inhibit 97.6, S1P2 agonist -3.9 and PostGolgi ctrl 20.1.
For COc1ccc(S(=O)(=O)N(CC(=O)NC2CC2)c2ccc(C)cc2)cc1OC the results were E coli WT exp -4.0, S1P2 blocker -0.2, PostGolgi yeast -7.4, DAT uptake mod 0.116, Lung fibro prol 99.4, HUVEC prolif 384 94.4, S1P2 agonist -4.1 and PostGolgi ctrl 8.2.
`O=c1cc2c(nn1Cc1ccc(Cl)cc1Cl)-c1ccccc1CC2` gave E coli WT exp -14.0, S1P2 blocker -1.0, PostGolgi yeast -2.0, DAT uptake mod 0.205, Lung fibro prol 99.5, HUVEC prolif 384 102.6, H69AR inhibit 100.6, S1P2 agonist -3.8 and PostGolgi ctrl 26.5.
For O=C(CSc1ccccc1Cl)N1CCC(c2nc3ccccc3s2)CC1 the results were E coli WT exp -47.0, S1P2 blocker -5.7, PostGolgi yeast 13.0, DAT uptake mod -0.185, S1P2 agonist -6.3 and PostGolgi ctrl 63.6*.
COc1ccccc1N1CCN(C(=O)COc2ccc(Cl)cc2)CC1 was read as E coli WT exp 2.0, PostGolgi yeast 7.8, DAT uptake mod 0.322, Lung fibro prol 96.3, HUVEC prolif 384 106.2, H69AR inhibit 85.5 and PostGolgi ctrl 17.1.
For CCOC(=O)c1sc(NC(=O)c2c(OC)cccc2OC)nc1C the results were E coli WT exp 4.0, S1P2 blocker -32.6, PostGolgi yeast -9.7, DAT uptake mod 1.67, Lung fibro prol 109.5, HUVEC prolif 384 96.0, H69AR inhibit 79.2, S1P2 agonist 3.7 and PostGolgi ctrl 19.0.
CCCCn1c(N2CCC(Cc3ccccc3)CC2)nc2c1c(=O)[nH]c(=O)n2C was read as E coli WT exp -14.0, S1P2 blocker 24.1, PostGolgi yeast 7.4, DAT uptake mod 0.986, Lung fibro prol 98.0, HUVEC prolif 384 58.9, H69AR inhibit 52.4, S1P2 agonist -6.5 and PostGolgi ctrl 63.0*.
Screening Cc1ccccc1CN1CCN(CC(=O)NCCCN2CCN(c3ccc(F)cc3)CC2)C1=O returned E coli WT exp 7.0, S1P2 blocker 5.0, PostGolgi yeast 13.6, DAT uptake mod 2.2, Lung fibro prol 92.5, HUVEC prolif 384 92.6, H69AR inhibit 99.8, S1P2 agonist -3.1 and PostGolgi ctrl 1.8.
CC(C)C(O)(C#CCN1CCCCC1)c1ccccc1 (configuration not stated) was read as E coli WT exp 5.0, S1P2 blocker 0.1, PostGolgi yeast 1.1, DAT uptake mod -0.432, Lung fibro prol 95.0, HUVEC prolif 384 89.3, H69AR inhibit 88.9, S1P2 agonist -1.4 and PostGolgi ctrl -7.9.
`COC(=O)c1ccc(NC(=O)c2ccccc2NS(=O)(=O)c2ccccc2)cc1` gave E coli WT exp 4.0, S1P2 blocker -11.0, PostGolgi yeast -0.5, DAT uptake mod -1.19, S1P2 agonist -3.2 and PostGolgi ctrl 16.1.
`N#CC1=C(N)N2C(=C(C#N)C13CCN(Cc1ccccc1)CC3)Nc1ccccc12` gave E coli WT exp 9.0, S1P2 blocker 22.4, PostGolgi yeast -20.1, DAT uptake mod 0.0826, Lung fibro prol 94.7, HUVEC prolif 384 94.2, H69AR inhibit 150.0, S1P2 agonist -5.9 and PostGolgi ctrl 30.2*.
CCN(CC(=O)NC1CCS(=O)(=O)C1)C(=O)C(c1ccccc1)c1ccccc1 (configuration not stated) was read as E coli WT exp -3.0, S1P2 blocker -19.6, PostGolgi yeast -3.1, DAT uptake mod 0.916, Lung fibro prol 96.7, HUVEC prolif 384 89.2, H69AR inhibit 105.8, S1P2 agonist -1.5 and PostGolgi ctrl 12.3.
Cc1ccc(-c2cc(-c3ccc(C)o3)nc(N)c2C#N)cc1 was read as E coli WT exp -1.0, S1P2 blocker -12.1, PostGolgi yeast 9.4, DAT uptake mod 0.429, Lung fibro prol 95.6, HUVEC prolif 384 80.2, H69AR inhibit 37.0*, S1P2 agonist 7.7 and PostGolgi ctrl 8.4.

Source: PubChem BioAssay (several laboratories)
